Screens as filed in PubChem.
TRPML3 ag – human TRPML3 channel agonists, primary screen, cell-based, HEK293 TRPML3-YFP, Fluo-8 calcium fluorescence, 3 µM; hit rate 0.29% among 220,000; 100% = the carbachol control signal; activation, % at 3 µM; Mucolipin-3 (Homo sapiens), Q8TDD5; AID 1448, 2008;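 active = activation above its plate's cutoff, the mean activation of the plate's test wells plus 3 SD, cut at about 12% in these data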;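 also: 0% = DMSO only wells and 100% = carbachol wells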
Target sequence (Q8TDD5 whole entry, looked up): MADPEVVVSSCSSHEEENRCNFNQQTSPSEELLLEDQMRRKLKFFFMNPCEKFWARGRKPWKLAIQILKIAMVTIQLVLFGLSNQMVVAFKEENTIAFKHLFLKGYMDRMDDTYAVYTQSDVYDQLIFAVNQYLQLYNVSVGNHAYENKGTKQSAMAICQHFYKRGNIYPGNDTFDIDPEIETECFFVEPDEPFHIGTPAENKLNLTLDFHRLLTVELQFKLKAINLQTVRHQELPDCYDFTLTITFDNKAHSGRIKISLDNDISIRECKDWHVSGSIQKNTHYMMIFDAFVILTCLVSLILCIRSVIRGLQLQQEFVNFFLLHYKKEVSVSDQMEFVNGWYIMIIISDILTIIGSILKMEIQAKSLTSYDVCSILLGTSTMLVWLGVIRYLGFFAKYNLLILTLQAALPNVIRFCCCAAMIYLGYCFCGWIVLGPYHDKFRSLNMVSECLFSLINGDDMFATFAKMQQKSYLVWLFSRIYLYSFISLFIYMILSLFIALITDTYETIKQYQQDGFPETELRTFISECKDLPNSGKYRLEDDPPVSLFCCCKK
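Test system: TRPML3-YFP stable HEK293 cells. Doses: single point at 3 µM. Incubation: dye loading 1 h 37 °C then 30 min ambient, 125 s read. Signal: Fluo-8 calcium dye fluorescence, ex 470-495, em 515-575 nm. Measure: percent activation from peak-to-basal fluorescence ratio, scaled between DMSO and carbachol.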
zfTRPN1 agonist – zebrafish TRPN1 channel agonists, primary screen, cell-based, HEK293, calcium fluorescence; hit rate 0.18% among 220,000; transient receptor potential cation channel N1 (TRPN1/NompC), Danio rerio; HEK293 zebrafish TRPN1-YFP, Fluo-8 calcium fluorescence; 100% = response to 87 µM carbachol; AID 1424, 2008; activation, % at 3 µM;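 active = activation above its plate's cutoff, the mean activation of test wells on that plate plus 3 SD, cut at about 19% in these data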;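 also: 0% = DMSO alone and 100% = 87 µM carbachol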
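Material: zebrafish TRPN1-YFP in HEK293 cells. Doses: one dose of 3 µM, 0.3% DMSO. Incubation: dye 1 h 37 °C plus 30 min RT. Measured by: intracellular calcium fluorescence with Fluo-8.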
EP2 mod – EP2 receptor modulators, cAMP readout, primary screen, cell-based, HTRF cAMP, PGE2 stimulation; EP2-expressing cells, cAMP HTRF FRET, PGE2 co-stimulation; induction, % at 25 µM; hit rate 0.83% among 260,000;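 active = compounds whose cAMP rise, as percent of the full-agonist control response, exceeds 60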;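 also: rat C6 glioma line stably carrying human EP2 under a CMV promoter; the protocol text gives 20 µM as final concentration; 100% = response of wells given 1 µM PGE2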
S1P4 agonist – S1P4 receptor agonists, primary screen, cell-based; Sphingosine 1-phosphate receptor 4 (Homo sapiens), O95977; S1P4-expressing cell line, agonist reporter assay; activation, % at 4.98 µM; hit rate 0.35% among 220,000; AID 1509, 2009; in the data active = activation above about 11%;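 also: 0% = DMSO vehicle and 100% = reference agonist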
Target sequence (O95977 whole entry, looked up): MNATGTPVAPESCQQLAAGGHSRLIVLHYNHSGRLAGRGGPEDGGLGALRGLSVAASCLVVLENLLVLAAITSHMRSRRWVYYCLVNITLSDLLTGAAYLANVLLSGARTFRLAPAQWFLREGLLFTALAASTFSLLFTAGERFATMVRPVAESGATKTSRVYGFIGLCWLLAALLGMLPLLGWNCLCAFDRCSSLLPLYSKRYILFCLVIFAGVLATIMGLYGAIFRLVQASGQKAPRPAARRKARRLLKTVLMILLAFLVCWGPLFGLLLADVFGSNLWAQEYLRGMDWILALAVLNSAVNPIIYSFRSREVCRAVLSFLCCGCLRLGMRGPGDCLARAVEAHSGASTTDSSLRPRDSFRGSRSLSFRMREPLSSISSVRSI
S1P4 antagonist – S1P4 receptor antagonists, primary screen, cell-based. AID 1510, 2009. hit rate 0.26% among 220,000. inhibition, % at 4.98 µM. S1P4-expressing cells, antagonist mode, reporter read-out; in the data active = inhibition above about 29%;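 also: 0% = wells stimulated with agonist and 100% = vehicle wells without agonist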
NPY Y1 blocker – NPY-Y1 receptor antagonists, primary screen, cell-based; Neuropeptide Y receptor type 1 (Homo sapiens), P25929; HEK293-CNG Y1 cells, membrane potential fluorescence; NPY at EC95, then isoproterenol; inhibition, % at 3.6 µM; hit rate 1% among 200,000;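 active = inhibition above the campaign mean inhibition of all tested compounds plus 3 SD, cut at about 20% in these data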;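 also: 0% = DMSO wells given NPY plus isoproterenol and 100% = isoproterenol alone without NPY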
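Material: HEK293 cells with Y1 receptor plus CNG channel; times: compound incubation 1 h at room temperature, readout 45 min post-stimulation; signal: fluorescence, membrane potential probe; read-out basis: fluorescence ratio normalized to % inhibition between controls; benchmarks: full-block control isoproterenol-only wells, zero-block control NPY plus isoproterenol wells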
CHOP inh – inhibitors of CHOP promoter induction, primary screen, cell-based, unfolded protein response, luciferase reporter; CHO-K1 CHOP-promoter luciferase, tunicamycin-induced, 15-18 h; inhibition, % at 10 µM; hit rate 3.8% among 220,000;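 active = compounds that reduced the stress-induced luciferase reporter signal by more than about 70% of percent inhibition, limit read from the data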;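 also: 0% = tunicamycin plus vehicle and 100% = wells without tunicamycin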
NPY1 pot ag – NPY-Y1 receptor potentiators or agonists, primary screen, cell-based. activation, % at 3.6 µM. hit rate 0.37% among 220,000. NPY-Y1 expressing cells, potentiator/agonist activation; in the data active = activation above about 33%, passing the limit was not always enough;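 also: cells stimulated with NPY at EC10 then isoproterenol at EC100; 0% = low agonist plus stimulus and 100% = saturating agonist plus stimulus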
NPY-Y2 PAM-ag – NPY-Y2 potentiators or agonists, primary screen, cell-based | Neuropeptide Y receptor type 2 (Homo sapiens), P49146 | cells expressing NPY-Y2, potentiator/agonist read-out | activation, % at 3.6 µM | hit rate 0.45% among 220,000; in the data active = activation above about 27%;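 also: cells stimulated with NPY near EC25 plus isoproterenol at EC100; 0% = vehicle plus submaximal agonist and 100% = vehicle plus saturating agonist; some results beyond the cut were filed as inactive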
Active calls of the source: *; nt = not tested or not shown; & = joins results of further samples. This is a random part of the collection (roughly 6.5% active in at least one column).

Molecule	NPY-Y2 PAM-ag	TRPML3 ag	S1P4 antagonist	CHOP inh	NPY1 pot ag	NPY Y1 blocker	EP2 mod	zfTRPN1 agonist	S1P4 agonist
Cc1ccc(C(=O)N/C(=C/c2ccco2)C(=O)NCC2CCCO2)cc1 (configuration not stated)	11	0.3	-15	-13	-1	-4	21	0.1	0.8
NC(=O)C1CCN(C(=O)N2c3ccccc3Sc3ccccc32)CC1	10	-0.5	-1	20	11	1	-23	0.6	-1.2
CC1(C)OC2OC(C(=O)N/N=C/c3ccccc3F)C3OC(C)(C)OC3C2O1 (configuration not stated)	3	1.9	-5	9	-5	3	18	0.6	1.2
CCCOc1ccc(N2CC(C(=O)Nc3ncccc3C)CC2=O)cc1 (configuration not stated)	2	1.0	2	-24	-12	-3	14&-19	-0.3	-0.7
CCCOC(=O)/C=C/c1c(C)[nH]c(=O)[nH]c1=O	7	0.2	-10	2	3	-2	-2	0.7	0.9
CCN=C(NS(=O)(=O)c1ccc(Br)cc1)c1ccc(Cl)cc1	1	0.4	4	21	4	-3	-7	0.0	0.5
COc1ccc(OC)c(C2C(C(C)=O)=C(O)C(=O)N2c2ccc(F)cc2)c1 (configuration not stated)	-8	1.0	-23	1	6	-4	23	-0.4	0.6
COCc1c(C(=O)Nc2nc(C)cs2)oc2ccccc12	-14	0.2	11	4	-7	5	4	-2.5	1.1
CCCSc1nc2c(c(=O)n(C)c(=O)n2C)n1C	-5	0.8	-5	14	2	nt	-7	0.7	2.5
CCCCc1nc2n[nH]c(N)c2c2c1CCC2	-12	-0.1	-3	27	-13	9	19	-0.7	-0.7
COc1ccc(C(=O)Nc2ccc(S(=O)(=O)N3CCCCC3)cc2)cc1	-4	1.1	-1	29	12	-7	-39	3.0	-0.7
CCc1nnc(NC(=O)c2ccc(NC(=O)C(C)C)cc2)s1	4	0.7	-10	-22	9	4	-25&2	0.9	1.8
CN(C)CCNC(=O)COc1ccc(Cl)cc1Cl	-11	0.3	-6	1	-17	-8	34	1.0	1.0
COC(=O)CC(CP(=O)(O)CN(C)C=O)C(=O)OC (configuration not stated)	7	0.7	-3	-12	12	nt	5	2.6	1.0
CC(=O)N1CCC2(CC1)C/C(=N\NC(=S)Nc1ccc(C)cc1)c1cc(O)ccc1O2	-12	0.1	6	5	-14	-6	-73	0.3	1.6
COC(=O)c1cc(=O)[nH]c(SCc2cccc(C)c2)n1	-10	0.6	4	5	-33	9	37	-0.8	2.4
CC(=O)Nc1nc(C)nc(C)c1C(C)=O	-6	0.7	-18	-23	-9	5	15	-0.2	0.3
Cn1c(SCC(=O)Nc2cccc(S(=O)(=O)NC3=NCCCCC3)c2)nnc1-c1ccncc1	8	1.1	4	10	-3	3	10	0.8	-0.5
Nc1c(C(=O)Nc2cccc(F)c2)nnn1-c1cccc(C(F)(F)F)c1	-16	1.0	0	-1	-13	-4	-51	1.0	0.7
CCCCN(C)C1=Nc2cccc3cccc1c23	-3	0.9	10	-6	24	-5	-14	0.5	1.0
CC(=O)CC(=O)Nc1ccc2ccccc2c1	-38	0.9	-7	11	-12	nt	7&9	3.7	-1.5
Cc1ccccc1Nc1ncccc1C(=O)N1CCOCC1	0	0.5	-28	-9	-8	11	27	-0.2	1.7
COc1ccc(Cc2nc(-c3ccccn3)no2)cc1	-22	0.8	-3	-59	-13	1	2	2.1	-0.3
COc1cc(/C=C/C(=O)N2CCCN(C(=O)/C=C/c3cc(OC)c(OC)c(OC)c3)CC2)cc(OC)c1OC	5	0.5	-11	-10	-5	0	-5	0.7	0.2
O=C(CSC1=NC(=O)C(Cc2ccccc2)C(=O)N1)Nc1ncccn1 (configuration not stated)	3	-0.1	5	38	20	15	33	1.1	1.7
Cc1cc(C)nc(-n2ncc3c2CC(c2ccccc2C)CC3=O)n1 (configuration not stated)	3	0.2	-34	3	-25	-3	0	0.8	3.9
COc1ccc(C(=O)C2CCCCC2=O)cc1 (configuration not stated)	7	0.0	-2	39	-2	-2	32	0.1	0.4
CCNC(=O)N1c2ccc(OCC)cc2C(C)=CC1(C)C	5	1.5	6	17	-5	-4	-11	0.0	-0.1
CCOC(=O)CSc1nc2ccc(N3CCOCC3)cc2c(=O)n1Cc1ccc2c(c1)OCO2	11	0.9	6	39	8	1	-17	-1.2	0.1
O=C(O)c1cc(N/N=C/C=C/c2ccccc2[N+](=O)[O-])ccc1Cl	7	-0.2	2	-5	18	nt	-16	-1.8	1.0

An excerpt from above in order of molar mass, rising:
Molecule	NPY-Y2 PAM-ag	TRPML3 ag	S1P4 antagonist	CHOP inh	NPY1 pot ag	NPY Y1 blocker	EP2 mod	zfTRPN1 agonist	S1P4 agonist
CC(=O)CC(=O)Nc1ccc2ccccc2c1	-38	0.9	-7	11	-12	nt	7&9	3.7	-1.5
CCCCN(C)C1=Nc2cccc3cccc1c23	-3	0.9	10	-6	24	-5	-14	0.5	1.0
COc1ccc(Cc2nc(-c3ccccn3)no2)cc1	-22	0.8	-3	-59	-13	1	2	2.1	-0.3
COC(=O)CC(CP(=O)(O)CN(C)C=O)C(=O)OC (configuration not stated)	7	0.7	-3	-12	12	nt	5	2.6	1.0
COCc1c(C(=O)Nc2nc(C)cs2)oc2ccccc12	-14	0.2	11	4	-7	5	4	-2.5	1.1
CCc1nnc(NC(=O)c2ccc(NC(=O)C(C)C)cc2)s1	4	0.7	-10	-22	9	4	-25&2	0.9	1.8
CCOC(=O)CSc1nc2ccc(N3CCOCC3)cc2c(=O)n1Cc1ccc2c(c1)OCO2	11	0.9	6	39	8	1	-17	-1.2	0.1
COc1cc(/C=C/C(=O)N2CCCN(C(=O)/C=C/c3cc(OC)c(OC)c(OC)c3)CC2)cc(OC)c1OC	5	0.5	-11	-10	-5	0	-5	0.7	0.2

More results
Molecule	NPY-Y2 PAM-ag	TRPML3 ag	S1P4 antagonist	CHOP inh	NPY1 pot ag	NPY Y1 blocker	EP2 mod	zfTRPN1 agonist	S1P4 agonist
O=C(Cc1nnc(NC(=O)Nc2ccc(F)cc2)s1)Nc1ccccc1	-10	-0.1	-10	24	11	4	-87	1.8	1.4
CCOC(=O)C1CCCN(C(=S)Nc2cccc(Cl)c2C)C1 (configuration not stated)	1	-0.1	-8	2	-2	4	17	1.0	0.8
Cc1ccc([N+](=O)[O-])c(C(=O)N/N=C/c2cccnc2)c1	2	0.2	23	-3	1	nt	-22	-0.9	-0.3
CCOc1ccc(S(=O)(=O)Nc2ccc(F)cc2)c(C)c1C	26	-0.2	-14	106*	24	2	-4	-2.5	1.3
O=C(Nc1nnc(SCc2ccccn2)s1)C1CC(=O)N(c2ccccc2)C1 (configuration not stated)	-15	0.1	-18	18	-23	7	15	0.0	0.1
Oc1cccc(C(=S)N2CCN(Cc3ccccc3)CC2)c1	19	0.0	-26	26	14	-3	25	-1.9	-0.6
O=C1CC(c2cccc(Cl)c2)Cc2nc(N3CCOCC3)ncc21 (configuration not stated)	-7	-0.3	-9	65	-14	0	20	0.1	-1.8
O=C(COc1ccc(Br)cc1Cl)NC(=S)N1CCc2ccccc21	0	0.4	-14	-68	8	1	-6	0.0	0.9
O=C(COC(=O)c1cncc(Br)c1)NC1CCCCCC1	0	-0.2	-13	9	7	0	-23	0.4	1.3
COc1cc(C(=O)NCC(=O)N/N=C/c2cccs2)cc(OC)c1OC	12	0.3	-11	-4	17	-3	-5	0.6	0.3
CCCC1CCC(c2ccc(C(N)=O)cc2)CC1 (configuration not stated)	-11	0.0	-19	nt	-9	10	nt	-1.0	1.8
O=C1CC(NN2CCCCC2)C(=O)N1c1ccccc1 (configuration not stated)	-19	0.7	1	4	-4	7	25	1.7	-0.8
CCCCc1cc(=O)oc2cc(O)cc(O)c12	-7	0.2	-19	22	2	2	7	1.1	0.0
CC(=O)Nc1cccc(OCC(=O)NC(C)C(C)C)c1 (configuration not stated)	-8	0.8	-13	10	-10	4	-8	-0.4	0.3
Cn1nc(C(F)(F)F)c2cc(NC(=O)OCc3ccc(C(C)(C)C)cc3)sc21	4	0.9	-8	57	-11	0	-6	-0.5	0.0
CC1=NOC(=O)/C1=C/c1ccc(O)cc1	1	0.8	-12	-15	3	0	18	1.3	0.1
O=C(c1ccco1)N1CCN(c2cc(=O)n(-c3ccc(Cl)cc3)c(=O)[nH]2)CC1	-3	1.3	-16	13	-7	0	0	1.0	1.7
COc1ccc(Cn2cnc3c(N)c(C)c(C)cc32)cc1	13	-1.2	-15	5	1	6	2	0.6	0.8
